From PubChem
MBNL1-CUG inh = qHTS Assay for Inhibitors of MBNL1-poly(CUG) RNA binding; Muscleblind-like protein 1 (Homo sapiens), Q9NR56; TR-FRET MBNL1-His/biotin-(CUG)12 binding, 665/545 ratio; Potency, µM (series often up to 57.5 µM), inactives show top-dose activity change, negative = inhibition, most hits filed as inhibitors; 280,000 tested, 0.036% active; AID 2675, 2010; active = well fitted inhibition curve with a large enough effect in the signal ratio, with a control signal flat, not every such curve was filed as active; inconclusive = small, poorly fitted or top-dose-only effect, or effect the other way, or a change in a side signal; inactive = no such curve, though single readings can be large or run the other way; the % refers to the signal ratio; note: potency is the fitted concentration of half-maximal effect; % is set by controls: 0 for no effect and ±100 for the full control effect
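Compounds (final 92 nM to 58 uM) are added to His-tagged MBNL1 and biotin-(CUG)12, then terbium anti-His antibody and streptavidin-XL665 (5 nM final). After 60 min at room temperature, the 665/545 nm ratio is read.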
hERG WT inh = qHTS for Inhibitors of KCHN2 3.1: Wildtype qHTS; AID 720551, 2013; U2OS, BacMam KCNH2, thallium flux FluxOr; hits give low values; activity change, % at 1.84 µM; Voltage-gated inwardly rectifying potassium channel KCNH2 (Homo sapiens), Q12809; 340,000 tested, 0.37% active;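 active = maximum activity change below -70%; inconclusive = maximum activity change between -70% and -50%; inactive = maximum activity change above -50%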; note: % is set by controls: 0 for no effect and ±100 for the full control effect
Target sequence (Q12809 whole entry, looked up): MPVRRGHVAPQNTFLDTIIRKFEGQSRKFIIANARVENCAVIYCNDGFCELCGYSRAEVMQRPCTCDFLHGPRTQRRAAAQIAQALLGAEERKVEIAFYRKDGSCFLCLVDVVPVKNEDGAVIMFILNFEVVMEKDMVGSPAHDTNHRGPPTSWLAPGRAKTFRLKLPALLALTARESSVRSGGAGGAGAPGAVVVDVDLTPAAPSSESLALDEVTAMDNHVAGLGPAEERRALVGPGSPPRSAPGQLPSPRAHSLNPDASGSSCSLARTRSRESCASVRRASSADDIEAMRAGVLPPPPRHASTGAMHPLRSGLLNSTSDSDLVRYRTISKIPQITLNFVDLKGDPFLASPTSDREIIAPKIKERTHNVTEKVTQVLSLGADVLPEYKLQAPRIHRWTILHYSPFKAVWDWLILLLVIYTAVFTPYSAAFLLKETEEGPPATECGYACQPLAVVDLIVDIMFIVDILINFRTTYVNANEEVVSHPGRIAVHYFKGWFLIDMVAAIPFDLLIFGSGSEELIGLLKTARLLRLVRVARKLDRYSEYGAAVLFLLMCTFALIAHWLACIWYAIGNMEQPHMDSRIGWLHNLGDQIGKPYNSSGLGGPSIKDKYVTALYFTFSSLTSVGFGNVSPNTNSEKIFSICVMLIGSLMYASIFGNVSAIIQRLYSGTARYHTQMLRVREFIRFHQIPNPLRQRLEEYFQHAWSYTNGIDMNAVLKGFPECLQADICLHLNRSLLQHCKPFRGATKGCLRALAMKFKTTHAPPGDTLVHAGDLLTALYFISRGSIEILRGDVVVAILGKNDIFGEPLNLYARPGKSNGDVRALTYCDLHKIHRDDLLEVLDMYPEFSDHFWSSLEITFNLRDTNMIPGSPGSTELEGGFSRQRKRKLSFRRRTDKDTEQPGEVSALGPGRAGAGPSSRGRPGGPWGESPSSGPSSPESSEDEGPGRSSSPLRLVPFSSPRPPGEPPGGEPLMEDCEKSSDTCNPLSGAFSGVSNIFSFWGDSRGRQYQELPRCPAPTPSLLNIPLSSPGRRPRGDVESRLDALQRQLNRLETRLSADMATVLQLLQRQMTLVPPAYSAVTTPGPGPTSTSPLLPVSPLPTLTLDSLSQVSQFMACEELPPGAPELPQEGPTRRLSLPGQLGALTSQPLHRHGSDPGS
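U2OS cells transduced with wild-type KCNH2 virus are loaded with FluxOr dye for 45 min, and thallium flux is measured in kinetic reads before and after stimulation buffer. Rate constants are normalized to DMSO controls.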
BCR signal inh = qHTS Assay to Find Inhibitors of Chronic Active B-Cell Receptor Signaling | ABC-DLBCL IkBa-CBG/CBR reporter, luminescence ratio, 4 h | Potency, µM (doses to about 46.1 µM), for the others: at the top dose ratio change, negative = lower green/red ratio, most hits filed as inhibitors | 340,000 tested, 0.05% active | AID 493014, 2011; active = well fitted inhibition curve with a large enough effect in the signal ratio, with a control signal flat, not every such curve was filed as active; inconclusive = small, poorly fitted or top-dose-only effect, or effect the other way, or a change in a side signal; the % refers to the signal ratio;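 note: potency is the fitted concentration of half-maximal effect; plate controls were basal doxycycline-induced cells for no effect and cells given 10 µM MG132 for full effect; MG132 reads +100%, hits lower the ratio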
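TMD8 ABC-DLBCL cells carrying doxycycline-inducible green luciferase fused to IkappaBalpha plus unfused red luciferase were exposed to compounds (up to 46 uM) for 4 hrs at 37C. Activity came from the overlap-corrected green/red luminescence ratio.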
Eya2 inh = qHTS Assay for Inhibitors of the Phosphatase Activity of Eya2. Protein phosphatase EYA2 (Homo sapiens), O00167. recombinant Eya2, OMFP fluorescence dephosphorylation (OMFP is methylfluorescein phosphate). Potency, µM (series often up to 76.9 µM), for the others: at the top dose activity, negative = inhibition, usual class: inhibitors. AID 488837, 2010. 330,000 tested, 0.006% active; note: potency is the fitted concentration of half-maximal effect; % is set by controls: 0 for no effect and ±100 for the full control effect
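Eya2 (0.2 uM) preincubated 10 min at ambient with compound, then OMFP substrate added at 50 uM; 10 min reaction in 50 mM HEPES pH 7.5, 50 mM NaCl, 5 uM MgCl2, 0.05% BSA, 1 mM DTT. Fluorescence read at Ex 485/Em 525 nm.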
Menin MLL FP TR = qHTS Assay for Inhibitors Targeting the Menin-MLL Interaction in MLL Related Leukemias: Competition With Texas Red Labeled MLL-derived Mutant Peptide | O00255 | Menin + Texas Red MLL mutant peptide, fluorescence polarization | Potency, µM (doses to about 61.6 µM), for inactives: at the highest dose FP activity change, negative = inhibition, usual class: inhibitors | 270,000 tested, 0.23% active | AID 1768, 2009; active = well fitted inhibition curve with a large enough effect in the polarisation, with a control signal flat, not every such curve was filed as active; inconclusive = small, poorly fitted or top-dose-only effect, or effect the other way, or a change in a side signal; inactive = no such curve, though single readings can be large or run the other way; the % refers to the polarisation; note: potency is the fitted concentration of half-maximal effect; % of control where 0% means no effect; many of its hits are not listed in these tables
Mito fusion act = qHTS Assay for Small Molecule Inhibitors of Mitochondrial Division or Activators of Mitochondrial Fusion; AID 485298, 2010; S. cerevisiae fusion-defective mutant growth rescue, CellTiterGlo 48 h; 320,000 tested, 0.23% active; Potency, µM (doses to about 46.1 µM), without a hit: top-dose growth rescue (activation), hits mostly activators;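 note: potency is the fitted concentration of half-maximal effect; % of control where 0% means no effect; nearly all actives have a fitted effect of over 45% in size; temperature-sensitive fusion mutants such as fzo1-1 at 37 °C on non-fermentable ethanol glycerol medium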
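Yeast fusion mutant, YPEG (non-fermentable carbon), compound, 48 h at 37C non-permissive; CellTiterGlo added, 10 min RT, luminescence read. Rescued growth = division inhibition.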
GALK inh = qHTS Assay for Inhibitors of Human Galactokinase (GALK); P51570; Purified GALK, Kinase-Glo residual ATP luminescence; Potency, µM (top dose mostly 57.5 µM), inactives show top-dose activity change, negative = inhibition, actives largely listed as inhibitors; 270,000 tested, 0.007% active; note: potency is the fitted concentration of half-maximal effect; % is set by controls: 0 for no effect and ±100 for the full control effect
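Luminescence from leftover ATP (Ultra-Glo luciferase/luciferin) served as read-out after a 1 h room-temperature reaction of 5 nM GALK with 35 uM ATP and 100 uM galactose.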
S-ASM inh = Inhibitors of Secretory Acid Sphingomyelinase (S-ASM): qHTS. 340,000 tested, 0.006% active. AID 504937, 2011. Potency, µM (titrated, usually from 57.5 µM), inactives show at the highest dose activity change, negative = inhibition, usual class: inhibitors. placental ASM, HMU-PC fluorogenic substrate, 60 min; note: potency is the fitted concentration of half-maximal effect
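Fluorogenic HMU-PC substrate (9 uM final) is turned over by placental ASM in 60 min at 37 C after a 10 min compound preincubation. Reaction ended by alkaline stop (pH 10), with fluorescence read at 386/447 nm.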
USP2a block = qHTS Assay for Inhibitors of Ubiquitin-specific Protease USP2a Using CHOP2 as the Reporter; Ubiquitin carboxyl-terminal hydrolase 2 (Homo sapiens), O75604; USP2 core, Ub-CHOP2 coupled fluorogenic reporter, 485/531; Potency, µM (titrated, usually from 38.3 µM), for the others: at the highest dose activity change, negative = inhibition, actives largely listed as inhibitors; 330,000 tested, 0.01% active;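 note: potency is the fitted concentration of half-maximal effect; plate controls were DMSO wells for no effect and full inhibition by NEM control for full effect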
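Cell-free coupled assay: 10nM USP2 core preincubated 30min RT with compound in Tris-HCl pH 8.0/CaCl2/CHAPS buffer, then 25nM Ub-CHOP2 and 25nM reporter substrate; fluorescence (Ex 485/Em 531) read after 60min RT, normalized to NEM inhibition, concentration-response curves fitted.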
PKM2 act = qHTS Assay for Activators of Human Muscle isoform 2 Pyruvate Kinase | Pyruvate kinase PKM (Homo sapiens), P14618 | purified PKM2, Kinase-Glo ATP luminescence, activation; response scale: 0% is enzyme alone, no compound | Potency, µM (doses to about 57.5 µM), for inactives: at the top dose activation, usual class: activators | 260,000 tested, 0.34% active; note: potency is the fitted concentration of half-maximal effect; % is set by controls: 0 for no effect and ±100 for the full control effect; nearly all actives have a fitted effect of over 55% in size
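ATP formation by purified human PK-M2, quantified via coupled luciferase luminescence after 1 h at room temperature with 0.1 mM ADP and 0.5 mM PEP final.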
TSHR antag = Antagonists of the Thyroid Stimulating Hormone Receptor: HTS campaign | Thyrotropin receptor (Homo sapiens), P16473 | TSHR-expressing cells, TSH-stimulated cAMP HTRF, 2 h; hits give low values | activity change, negative = inhibition, % at 11.5 µM | 330,000 tested, 0.2% active | AID 504810, 2011;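 active = activity change below a set negative limit, meaning inhibition stronger than a set level, cut at about -70% in these data; inconclusive = activity change between two set negative limits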; note: % is set by controls: 0 for no effect and ±100 for the full control effect
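Freshly harvested TSHR cells receive pin-tooled compound, then EC80 TSH at 4nM final. After 2 hours at 37 deg C, antibody in lysis buffer and cAMP-d2 are added; 30 minutes at ambient temperature precede the HTRF read.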
Active calls of the source: *; ? = inconclusive; nt = no result given; [ ] = remark or other dose. Unless noted, calls come from the whole dose curve; as a rule, active = well fitted curve in the direction sought with a large enough effect; inconclusive = small, poorly fitted or top-dose-only effect, or another doubt; inactive = no such curve, though single readings can be large; an effect the other way counts as inactive or inconclusive.

SMILES	MBNL1-CUG inh	hERG WT inh	BCR signal inh	Eya2 inh	Menin MLL FP TR	Mito fusion act	GALK inh	S-ASM inh	USP2a block	PKM2 act	TSHR antag
Cc1noc(C)c1COc1ccc(CC(=O)NCCc2ccccc2)cc1	-13%	-19	0%	-3%	-12%	?	2%	1%	0%	1%	-8
O=C(NNC1=NCCC1)c1cccc(S(=O)(=O)N2CCCCC2)c1	-1%	nt	-1%	10%	6%	-3%	1%	-3%	3%	8%	-7
COc1cc(C(=O)NC(=S)Nc2ccc(Cc3ccncc3)cc2)cc(OC)c1OC	26%	-4	?	4%	?	-4%	1%	-5%	1%	nt	-1
O=C(O)C1CCCCC1C(=O)NCc1ccc(F)cc1 (configuration not stated)	0%	-7	8%	14%	0%	1%	1%	-1%	1%	-5%	-4
COc1cc(NC(=O)c2ccco2)c(OC)cc1NC(=O)CSc1ncc(-c2ccc(F)cc2)[nH]1	2%	-8	?	-23%	?	4%	4%	68%	-1%	6%	-1
Cc1nc(NC(C)c2ccccc2)sc1C(=O)Nc1ccccc1 (configuration not stated)	nt	4	5%	3%	16%	-12%	-3%	-14%	4%	2%	9
CCOC(=O)c1sc(SC)c(C(C)=O)c1C	4%	0	?	7%	0%	4%	-3%	-5%	6%	1%	-3
CC(=O)c1ccc(-n2c(CCC(=O)O)ccc2-c2ccc(Br)cc2)cc1	4%	-11	6%	-4%	38%[activator]	33%	nt	0%	-1%	nt	-19
CCN(CC)c1c([N+](=O)[O-])c(=O)n(C)c2ccccc12	?	3	?	8%	0%	14%	-2%	0%	-2%	0%	-5
CCOc1ccccc1-n1c(SCC(=O)N2CCOCC2)nc2ccccc2c1=O	1%	-7	0%	?	-19%	4%	4%	-2%	2%	nt	-1
Cc1ccnc(NC(=O)CCC(=O)N(CC(=O)NCc2ccc(F)cc2)Cc2ccco2)c1	0%	13	1%	2%	-11%	-1%	-2%	1%	2%	-8%	-8
O=C(CSc1nc(-c2ccc(F)cc2)cs1)NCC1CCCO1 (configuration not stated)	nt	1	-1%	-19%	nt	nt	nt	-1%	3%	nt	-17
COc1ccccc1NC(=O)NCCc1ccccc1	-8%	-4	?	1%	nt	-2%	-9%	1%	-2%	-2%	-4
Cc1nc(-c2ccccc2)nc2[nH]ccc(=O)c12	11%	-1	-2%	-3%	-1%	3%	4%	3%	-1%	-6%	-8
COC(=O)Cc1ccc(N(Cc2ccccc2F)S(=O)(=O)c2ccc(Cl)cc2)cc1	-8%	-2	7%	12%	7%	2%	nt	-2%	2%	-5%	-10

The list goes on; the last 3 above are carried over.
SMILES	MBNL1-CUG inh	hERG WT inh	BCR signal inh	Eya2 inh	Menin MLL FP TR	Mito fusion act	GALK inh	S-ASM inh	USP2a block	PKM2 act	TSHR antag
COc1ccccc1NC(=O)NCCc1ccccc1	-8%	-4	?	1%	nt	-2%	-9%	1%	-2%	-2%	-4
Cc1nc(-c2ccccc2)nc2[nH]ccc(=O)c12	11%	-1	-2%	-3%	-1%	3%	4%	3%	-1%	-6%	-8
COC(=O)Cc1ccc(N(Cc2ccccc2F)S(=O)(=O)c2ccc(Cl)cc2)cc1	-8%	-2	7%	12%	7%	2%	nt	-2%	2%	-5%	-10
Cc1ccc(CNC(=O)CCCOc2cc(=O)n(C)c3ccccc23)o1	5%	6	?	12%	-1%	3%	-2%	0%	-2%	13%	-1
CC(NC(=O)C1CC=CCC1C(=O)O)C1CC2CCC1C2 (configuration not stated)	-2%	0	0%	-14%	-1%	-3%	0%	3%	1%	6%	3
Cc1ccc(NC(=O)COC(=O)c2ccc(-n3nc(C)cc3C)cc2)c(F)c1	nt	3	2%	-19%	nt	nt	nt	-5%	4%	nt	-6
COc1ccc(NC(=S)NNC(=O)c2ccccc2OC(F)F)cc1	4%	-11	-7%	17%	5%	-3%	-4%	-3%	1%	-2%	7
COc1cccc(CNC(C)C(=O)Nc2ccc3c(c2)OCCO3)c1 (configuration not stated)	-6%	-3	?	16%	-6%	-1%	-2%	-3%	-2%	3%	-1
COc1ccc(-c2nn(-c3ccccc3)cc2C(=O)NCC2CCCO2)cc1 (configuration not stated)	-3%	-3	3%	-9%	nt	3%	-2%	0%	0%	-6%	-2
CCn1c(SCC(=O)N2CCCC2)nc2c1c(=O)n(C)c(=O)n2C	-7%	-2	0%	4%	-14%	-1%	0%	1%	0%	2%	-5
O=S(=O)(N/N=C/c1cccnc1)c1ccc(Cl)c(Cl)c1	5%	-10	-2%	-13%	nt	-2%	-2%	2%	3%	1%	-13
COc1cccc2cc(-c3nnc(-c4ccccc4)o3)c(=O)oc12	?	3	?	-10%	?	6%	4%	1%	-1%	1%	-5
CCCCCCSc1ccc([C@@H]2[C@@H]3C(=O)N(CC)C(=O)[C@@H]3[C@]3(C(=O)OC)CCCCN23)cc1OC	nt	-2	2%	-27%	nt	24%	nt	-12%	4%	nt	-3
Cc1ccnc(NC(=O)c2ccccc2NC(=O)c2ccccc2)c1	-6%	-2	?	-10%	23%	7%	-1%	-2%	3%	nt	2
CCOC(=O)c1c(SCC(=O)Nc2nc(C)cs2)nc(=O)[nH]c1C	-2%	-26	?	4%	nt	-4%	6%	0%	2%	nt	0
Cc1c(C(=O)N2CCC(C)CC2)oc2ccc3c(c12)C(O)CC1(CCCCC1)O3 (configuration not stated)	-2%	4	3%	-16%	nt	-19%	-1%	-8%	-1%	nt	-7
COC(=O)NNC(=O)COc1ccc2ccccc2c1Br	nt	1	?	0%	5%	-8%	-1%	-3%	-1%	0%	10
C/C(=N\Nc1cccc(C(F)(F)F)c1)c1ccc(O)cc1	-4%	-22	?	7%	?	-14%	5%	-3%	1%	-1%	17
CCOc1ccc(C(=O)NCC(=O)Nc2ncccc2C)cc1OCC	nt	1	3%	-8%	nt	7%	nt	1%	1%	nt	nt
Nc1ccccc1C(=O)N/N=C1\C2CN3CCN(C2)CC1(c1ccccc1)C3	6%	0	?	2%	10%	-4%	1%	28%	1%	2%	-4
Cc1ccc(SCCN2C(=O)NC(C)(C)C2=O)cc1	-11%	-2	2%	2%	1%	0%	1%	-4%	1%	1%	15
CC1CCN(S(=O)(=O)c2cccc(-c3nnc(-c4cccnc4)o3)c2)CC1	7%	2	-6%	10%	-22%	11%	-1%	-4%	4%	0%	1
CCn1c(=NC(=O)CS(=O)(=O)c2ccccc2)sc2cccc(OC)c21	nt	1	12%	6%	nt	9%	nt	-1%	1%	nt	-17
Cn1c(NCc2c[nH]c3ccccc23)nc2ccccc21	3%	2	8%	-2%	12%	1%	3%	-1%	0%	?	-12

Ordered by value in Eya2 inh (low to high): 3 from the list above
SMILES	Eya2 inh
Cn1c(NCc2c[nH]c3ccccc23)nc2ccccc21	-2%
Nc1ccccc1C(=O)N/N=C1\C2CN3CCN(C2)CC1(c1ccccc1)C3	2%
CCn1c(=NC(=O)CS(=O)(=O)c2ccccc2)sc2cccc(OC)c21	6%

An excerpt. The share of hits here may be higher or lower than overall.
